PP5 primary = PP5 phosphatase inhibitors, primary screen, biochemical, fluorescence; 320,000 compounds, 0.18% hits; purified PP5c, OMFP substrate fluorescence; inhibition, % at 6.7 µM; Serine/threonine-protein phosphatase 5 (Homo sapiens), P53041; AID 1987, 2009;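 active means inhibition above the campaign's mean inhibition across all tested compounds plus 3 SD, cut at about 9.5% in these data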;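 further: 0% = DMSO only and 100% = 100 µM cantharidin control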
procasp3 activ = activators of human procaspase-3 D3A mutant, primary screen, biochemical, absorbance, PC-3 D3A mutant, single concentration | Caspase-3 (Homo sapiens), P42574 | recombinant procaspase-3 D3A, Ac-DEVD-pNA absorbance 405 nm | activation, % at 8.5 µM | 330,000 compounds, 0.11% hits | AID 463141, 2010;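 active means activation above the mean of all tested compounds plus 3 SD, cut at about 21% in these data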;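 further: 0% = DMSO alone and 100% = DMSO wells spiked with extra 5 µM PC-3 D3A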
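Assay system: Procaspase-3 D3A mutant, all three cleavage aspartates alanine. Buffer or medium: Zinc-free HEPES saline buffer with Triton X-100. Times: 1 h compound preincubation, 2 h substrate hydrolysis at 25 °C. Measured by: 405 nm absorbance of p-nitroaniline, reads at 0 and 120 min. Read-out basis: percent activation relative to control range. Replicates: singlicate.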
VLA-4 inh = inhibition in human VLA-4 binding assay, primary screen, VLA-4 allosteric modulator project, MLPCN library, flow cytometry, VLA-4 expressing cells; AID 2557, 2010; inhibition, % (about 7 µM as worked out from the volumes in the protocol); 330,000 compounds, 0.2% hits; ligand binding flow cytometry; in the data active means inhibition above about 50%
JMJD2C inh = inhibitors of GASC-1 histone demethylase, primary screen, biochemical, fluorescence, DELFIA europium; Lysine-specific demethylase 4C (Homo sapiens), Q9H3R0; GST-JMJD2C(1-420) H3K9me3 demethylation; 330,000 compounds, 0.069% hits; inhibition, % at 2.35 µM;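 active means more than half of a compound's replicate wells show inhibition beyond 50%, single wells judged on their own value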;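 further: signal counts dimethyl H3K9 product captured on neutravidin plate; 0% = median of DMSO wells and 100% = 0.3 times that DMSO median; strong numbers were not always called active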
PP1 inh = PP1-alpha phosphatase inhibitors, primary screen, counter-screen for PP5 inhibitor project, biochemical, fluorescence, OMFP substrate, single point; Serine/threonine-protein phosphatase PP1-alpha catalytic subunit (Homo sapiens), P62136; 320,000 compounds, 0.9% hits; AID 2235, 2010; inhibition, % at 6.7 µM; purified PP1alpha;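 active means inhibition above the mean inhibition of all tested compounds plus 3 SD, computed separately for each screening campaign, cut at about 15% in these data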
Target sequence (P62136 whole entry, looked up): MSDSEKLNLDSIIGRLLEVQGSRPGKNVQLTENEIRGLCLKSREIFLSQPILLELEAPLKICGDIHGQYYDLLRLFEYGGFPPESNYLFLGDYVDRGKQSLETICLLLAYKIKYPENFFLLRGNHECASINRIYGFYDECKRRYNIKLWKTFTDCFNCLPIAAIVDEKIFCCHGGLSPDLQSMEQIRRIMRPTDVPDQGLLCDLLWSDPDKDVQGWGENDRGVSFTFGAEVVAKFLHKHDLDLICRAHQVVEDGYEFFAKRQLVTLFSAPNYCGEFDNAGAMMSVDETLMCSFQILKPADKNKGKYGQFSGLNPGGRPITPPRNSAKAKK
HCV core dimer = inhibitors of HCV core protein dimerization, primary screen, biochemical, TR-FRET, high-throughput | TR-FRET GST/Flag-core106 dimerization, 1536-well | inhibition, % at 5 µM | 300,000 compounds, 0.33% hits | AID 1899, 2009;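 active means inhibition above the mean of all tested compounds plus 3 SD, set per screening campaign, cut at about 45% in these data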
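Assay system: GST-tagged and Flag-tagged HCV core protein residues 1-106 / Times: compound-protein-antibody incubation 4 h at 22.5 °C / Signal: time-resolved FRET, ex 340 nm, em 617 and 671 nm / Evaluation: % inhibition based on acceptor/donor emission ratio / Benchmarks: wells lacking GST-core106 and wells with excess unlabelled core106 / Repeats: singlicate, one well per compound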
Fh CTSL1 inh = Fasciola hepatica cathepsin L1 inhibitors, primary screen, counter-screen for PFM18AAP inhibitor project, biochemical, QFRET, fluorogenic peptide substrate | AID 1906, 2009 | recombinant F. hepatica cathepsin L1, Z-Leu-Arg-MCA fluorescence | 300,000 compounds, 0.49% hits | inhibition, % at 5.96 µM;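 active means inhibition above the mean of all tested compounds plus 3 SD, set per screening campaign, cut at about 17% in these data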;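 further: 0% = plate median of test compound wells and 100% = 1 µM Z-Phe-Ala-diazomethylketone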
GRK2 inh = compounds blocking aptamer binding on GRK2 – biochemical, human GRK2, bead flow cytometry, HTS, primary screen | Beta-adrenergic receptor kinase 1 (Homo sapiens), P25098 | FAM-aptamer displacement from GRK2 | inhibition of aptamer binding, % at 10 µM | 330,000 compounds, 0.59% hits | AID 488847, 2010;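 active means inhibition of aptamer binding above 40%, roughly 3 SD of noise, on plates passing a quality check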;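 further: median bead fluorescence of bound FAM aptamer so fluorescent compounds give negative values; no value below 0 was filed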
Target sequence (P25098 whole entry, looked up): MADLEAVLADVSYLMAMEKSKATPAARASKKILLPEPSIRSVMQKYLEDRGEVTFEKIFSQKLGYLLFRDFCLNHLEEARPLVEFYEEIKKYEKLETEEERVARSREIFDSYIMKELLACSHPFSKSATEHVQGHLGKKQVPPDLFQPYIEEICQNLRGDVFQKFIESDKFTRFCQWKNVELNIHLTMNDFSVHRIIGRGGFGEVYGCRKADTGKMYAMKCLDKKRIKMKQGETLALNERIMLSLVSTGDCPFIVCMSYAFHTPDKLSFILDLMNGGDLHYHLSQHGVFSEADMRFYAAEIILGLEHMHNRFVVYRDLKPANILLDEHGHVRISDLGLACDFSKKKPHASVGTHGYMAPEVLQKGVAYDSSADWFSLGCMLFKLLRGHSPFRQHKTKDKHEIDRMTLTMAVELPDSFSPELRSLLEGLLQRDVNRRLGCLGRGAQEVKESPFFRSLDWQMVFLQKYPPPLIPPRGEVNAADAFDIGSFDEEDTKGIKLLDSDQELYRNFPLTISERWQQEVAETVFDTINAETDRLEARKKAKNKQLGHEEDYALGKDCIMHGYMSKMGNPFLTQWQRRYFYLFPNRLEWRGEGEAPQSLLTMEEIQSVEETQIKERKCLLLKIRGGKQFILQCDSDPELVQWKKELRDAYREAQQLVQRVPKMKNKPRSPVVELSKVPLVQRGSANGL
procasp7 counter = procaspase-7 activators, primary screen, counter-screen for procaspase-3 activator project, biochemical, absorbance, HTS, human; Caspase-7 (Homo sapiens), P55210; recombinant procaspase-7, Ac-DEVD-pNA absorbance 405 nm; D23A/D198A/D206A triple mutant, cannot self-cleave; scale: DMSO 0, 5 µM enzyme 100; activation, % at 8.5 µM; 330,000 compounds, 0.093% hits;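 active means percent activation above the screen-wide mean plus 3 SD, cut at about 25% in these data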
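Detection: p-Nitroaniline absorbance at 405 nm, read at 0 and 120 min; system: Uncleavable procaspase-7 mutant enzyme; evaluation: % activation from two-timepoint absorbance difference, scaled to controls; times: 1 h enzyme–compound preincubation and 2 h substrate reaction, both 25 °C; buffer or medium: Zinc-free HEPES pH 7.4 with 300 mM NaCl, 0.01% Triton X-100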
The depositor's hits bear a star; nt = not tested or not shown. No enrichment for hits; overall some 2.6% were active at least once.

compound	PP5 primary	procasp3 activ	VLA-4 inh	JMJD2C inh	PP1 inh	HCV core dimer	Fh CTSL1 inh	GRK2 inh	procasp7 counter
O=C(O)Cn1cc(C(=O)c2cccs2)c2ccccc21	-0.7	-1	9	-10	0	5	3	0	11
Cc1cc(OCC(=O)N2CCC(O)(c3ccc(Cl)cc3)CC2)c2c(C)cc(=O)oc2c1	1.3	3	16	4	2	-11	-2	0	-6
CCc1cccc(NC(=O)NC2CCCCC2)c1	3.5	5	6	2	-2	6	-3	0	2
COc1ccc(NC(=O)c2cc(-c3ccccc3)nc3c2cnn3C(C)C)c(OC)c1	4.4	1	11	-8	-2	nt	nt	0	3
Cc1ccc(S(=O)(=O)N2CCC(C(=O)NCC(C)(C)N3CCOCC3)CC2)c(C)c1	4.0	0	-5	-7	3	nt	nt	5	-3
O=C1CC(c2ccc(S(=O)(=O)NC3CC3)cc2)CN1 (centres undefined)	1.9	-2	12	-9	-5	6	0	1	2
CC(=O)c1ccc(-n2nncc2C)cc1	0.3	7	23	-4	-3	0	1	0	2
CCCn1c(=O)c2ccccc2n2c(SCCNCCO)nnc12	-0.4	-8	1	-14	-2	-6	6	0	-4
COc1cc2c(cc1OC)CN(c1nc(CN3CCCCC3)nc3sc4c(c13)CCCC4)CC2	4.1	-7	-1	2	18*	12	1	0	2
COc1ccc(NS(=O)(=O)c2ccc(C)c(C(=O)N3CCCCCCC3)c2)cc1	5.0	-4	4	10	-9	-6	3	0	2
Cc1cc(/C=c2/sc3nc4ccccc4n3c2=O)c(C)n1-c1ccccn1	4.1	-13	3	1	-1	3	-5	0	-26
O=C(COC(=O)CCC(=O)N1CCOCC1)Nc1ccc(Br)cc1Br	nt	1	7	10	nt	nt	nt	5	-4
CN(CCOc1ccccc1)C(=S)Nc1ccc(OC(F)F)cc1	4.1	-9	8	28	-6	2	1	1	-6
CS(=O)(=O)Nc1ccc(C2=NN(C(=O)c3ccco3)C(c3ccccc3)C2)cc1 (centres undefined)	2.4	2	1	1	-2	3	2	7	0
Cc1noc(NS(=O)(=O)c2ccc(N/C=C\C(=O)c3ccc(F)cc3)cc2)c1C	2.1	2	-8	-10	4	9	6	6	-2
O=C(COC(=O)c1n[nH]c(=O)c2ccccc12)c1ccc(Cl)cc1	0.0	-3	0	2	-3	0	7	2	9
Cc1ccc(C)c(OCCC(=O)OCC(=O)N(C)c2c(N)n(Cc3ccccc3)c(=O)[nH]c2=O)c1	-0.3	-3	3	1	-1	-4	-8	0	-3
CCOC(=O)c1ccc(NC(=O)C(=O)NCc2ccccn2)cc1	2.3	-3	2	1	-8	2	2	0	5
O=C(CCOc1ccccc1)Nc1ccccc1[N+](=O)[O-]	0.9	1	-2	4	2	4	-7	3	-7
O=C(NC(=O)c1ccccc1F)Nc1nc(-c2cccs2)cc(C(F)(F)F)n1	6.0	3	-2	3	11	12	0	0	1
COc1ccc(OC)c(S(=O)(=O)N2CCN(c3c(C)cccc3C)CC2)c1	1.3	7	3	-1	4	4	-2	95*	9
O=C(N/N=C/c1ccc[nH]1)c1ccc2c(c1)OCO2	2.4	-3	11	54	-7	1	0	1	5
COc1cccc(CNC(=O)[C@H](C)NC(=O)C2CCN(S(=O)(=O)c3ccccc3)CC2)c1	0.9	8	-14	-5	-3	10	-5	3	5
COc1cc(-c2noc(C)c2C(=O)NCc2ccc3c(c2)OCO3)cc(OC)c1OC	nt	11	-1	nt	nt	nt	nt	0	4
O=C(CSc1nnc(-c2cnccn2)n1Cc1ccco1)c1ccc(Cl)cc1	4.6	1	-8	-2	6	5	0	0	1
CC(C)c1ccc(-c2c(C#N)c(N)nc(SCC(=O)N3CCCCCC3)c2C#N)cc1	0.3	1	-3	103	-3	11	2	0	3
COc1ccc(N2CCN(C(CNS(=O)(=O)c3ccccc3)c3ccccc3)CC2)cc1 (centres undefined)	-0.1	-1	2	1	0	7	4	47*	8
O=C(O)c1cc(-c2ccccc2)n(-c2ccc(F)cc2)n1	1.7	3	1	-16	29*	-8	2	5	2
Cc1cccc(OCCSc2nc3ccccc3n2CCC(=O)O)c1	-1.1	-4	-20	0	1	-12	1	4	-2
Cc1nc(SCC(=O)Nc2cccc(S(=O)(=O)N3CCOCC3)c2)nc(C)c1C	nt	6	-11	0	nt	nt	nt	0	5

Whole records, quoted from the list. Values in the order: PP5 primary	procasp3 activ	VLA-4 inh	JMJD2C inh	PP1 inh	HCV core dimer	Fh CTSL1 inh	GRK2 inh	procasp7 counter
Record of COc1cc(-c2noc(C)c2C(=O)NCc2ccc3c(c2)OCO3)cc(OC)c1OC = nt	11	-1	nt	nt	nt	nt	0	4
Record of Cc1cc(/C=c2/sc3nc4ccccc4n3c2=O)c(C)n1-c1ccccn1 = 4.1	-13	3	1	-1	3	-5	0	-26
Record of Cc1cccc(OCCSc2nc3ccccc3n2CCC(=O)O)c1 = -1.1	-4	-20	0	1	-12	1	4	-2

An excerpt from above in order of molar mass, rising:
compound	PP5 primary	procasp3 activ	VLA-4 inh	JMJD2C inh	PP1 inh	HCV core dimer	Fh CTSL1 inh	GRK2 inh	procasp7 counter
O=C(COC(=O)c1n[nH]c(=O)c2ccccc12)c1ccc(Cl)cc1	0.0	-3	0	2	-3	0	7	2	9
CC(C)c1ccc(-c2c(C#N)c(N)nc(SCC(=O)N3CCCCCC3)c2C#N)cc1	0.3	1	-3	103	-3	11	2	0	3
COc1cccc(CNC(=O)[C@H](C)NC(=O)C2CCN(S(=O)(=O)c3ccccc3)CC2)c1	0.9	8	-14	-5	-3	10	-5	3	5

(further entries)
compound	PP5 primary	procasp3 activ	VLA-4 inh	JMJD2C inh	PP1 inh	HCV core dimer	Fh CTSL1 inh	GRK2 inh	procasp7 counter
Cn1c(=O)c2[nH]c(CN(Cc3ccccc3)Cc3ccccc3)nc2n(C)c1=O	1.4	-5	6	7	-11	2	1	2	0
COC(=O)c1ccccc1NC(=O)c1cccs1	0.0	2	2	7	0	-6	2	1	8
O=C(O)COn1c(-c2ccccc2)nc2ccc([N+](=O)[O-])cc21	5.3	3	0	4	3	-2	17	5	-4
Clc1nc2ccccc2cc1-c1nnn(-c2ccccc2Br)n1	-0.3	-3	30	11	2	9	0	0	-4
CC1CCN(S(=O)(=O)c2ccc3c4c2CC(=O)N4CC(C)S3)CC1 (centres undefined)	-3.7	-6	3	-8	-1	-2	31*	1	-17
COc1ccc(Cl)cc1-c1nc(SCC(=O)NC2CCCC2)n[nH]1	nt	-1	7	2	nt	nt	nt	2	7
COc1ccccc1CNC(=O)C1CCCN1S(=O)(=O)c1cccc2cccnc12 (centres undefined)	0.4	4	34	141	0	0	0	3	5
COc1ccc(C(NC(=O)c2ccc(-c3ccccc3)cc2)c2ccccc2)cc1 (centres undefined)	-0.1	2	17	3	-7	24	-2	0	12
O=C(Nc1cccnc1)c1cc2c(s1)-c1ccccc1OC2	4.7	-2	10	15	-3	-7	2	0	-5
O=C(NCC1CCCO1)c1cccc(S(=O)(=O)Nc2ccc(F)cc2)c1 (centres undefined)	-0.3	4	3	nt	-2	nt	nt	0	0
C/C(=N/NS(=O)(=O)c1ccc(F)cc1)c1ccncc1	-0.8	-7	2	3	0	-1	0	0	0
O=C(Nc1cc2c3c(c1)CC(=O)N3CCC2)c1ccc(Cl)cc1	0.8	-3	7	84	-3	0	4	3	5
O=C(NC(=S)N1CCCCC1c1cccnc1)c1ccc(Br)cc1 (centres undefined)	0.3	-4	-5	-1	0	9	-4	1	0
CCOc1ccccc1NC(=O)c1ccccc1-c1nc(-c2ccccc2OC)no1	-6.0	-5	-16	0	-1	2	2	0	6
COc1ccc(CNC(=O)CS(=O)(=O)Cc2nc(-c3cccc(OC)c3)oc2C)cc1	-0.2	7	6	42	-2	0	-2	0	4
CCOC(=O)C1=C(COC(=O)c2cc(S(=O)(=O)N(C)C)ccc2C)NC(=O)NC1C (centres undefined)	1.9	1	0	-13	2	nt	nt	2	8
CCc1ccc(NC(=O)N(CCN2CCOCC2)Cc2ccc3c(c2)CCCN3CC)cc1	3.2	-6	0	3	1	2	-1	0	-4
O=C(CSc1nnc(C2CC2)n1Cc1ccccc1)c1ccc(S(=O)(=O)N2CCOCC2)cc1	2.7	2	-3	2	-2	0	-1	0	-7
CCCc1nc2oc3c(NCCN(C)C)ncnc3c2c2c1CCCC2	-0.2	-1	-3	6	10	-2	1	0	0
C=CC[C@@H](CC(=O)OC(C)(C)C)C(=O)OC[C@@H]1CCCN1C(=O)[C@@H](CC=C)CC(=O)N[C@H](CO)Cc1ccccc1	nt	1	5	-4	nt	nt	nt	0	-2
CCc1cccc(C)c1NC(=O)CN1CCN(S(=O)(=O)c2ccc(C(C)(C)C)cc2)CC1	1.7	3	1	-27	-2	12	2	0	2
CCOC(=O)c1ccc(NC(=O)CCC(=O)OC)cc1	-2.4	-3	0	24	-3	2	1	0	8
Cc1ccccc1Nc1nc(N)nc(CSc2nc3ccccc3c(=O)n2CCCO)n1	0.8	2	23	-8	-3	1	1	1	5
CCC1OC(=O)C(C)C(OC2C[C@@](C)(OC)C(O)C(C)O2)C(C)C(O[C@@H]2OC(C)CC(N(C)C)C2O)[C@](C)(O)CC(C)C(=NOCOCCOC)C(C)C(O)[C@]1(C)O (some centres undefined)	0.1	10	8	nt	0	10	1	0	5
CC(C)Nc1nnc(Sc2ccc(Cl)cc2[N+](=O)[O-])s1	2.3	-13	-4	-4	4	-1	-3	0	4
O=C(NCCCN1CCCC1=O)C1CCN(S(=O)(=O)c2cccc(Cl)c2Cl)CC1	0.3	3	-5	13	-3	nt	nt	1	4

Bioassay records deposited in PubChem BioAssay by several laboratories.
